TDP1 cell noCPT: qHTS for Inhibitors of human tyrosyl-DNA phosphodiesterase 1 (TDP1): qHTS in cells in absence of CPT; DT40 Tdp1-/- hTDP1 cells, no CPT, ATP luminescence, 48 h; Potency, µM (series often up to 46.2 µM), without a hit: top-dose activity change, negative = growth inhibition, most hits filed as inhibitors; actives 15% (n = 420,000); also: nearly all actives have a fitted effect of over 55% in size
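Chicken DT40 Tdp1-/- cells stably complemented with human TDP1 were seeded at 400 cells/well with DMSO in place of 20 nM camptothecin. After compound pinning, cells grew at least 48 hr at 37 °C; viability read by CellTiter-Glo luminescence.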
TDP1 block: qHTS Assay for Inhibitors of Tyrosyl-DNA Phosphodiesterase (TDP1); recombinant TDP1, AlphaScreen DNA substrate cleavage; Potency, µM (top dose mostly 130 µM), for inactives: at the top dose activity change, negative = inhibition, usual class: inhibitors; actives 0.28% (n = 350,000); also: nearly all actives have a fitted effect of over 40% in size
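Tdp1 1 nM final; 15 min RT w/ cpd; substrate 15 nM, 5 min; beads 10 ug/ml, 10 min; AlphaScreen read. Neg ctrl: no enzyme.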
KAT2A inh: qHTS Assay for Inhibitors of GCN5L2 | Histone acetyltransferase KAT2A (Homo sapiens), Q92830 | GCN5L2 HAT assay, ThioGlo1 CoA-SH fluorescence | Potency, µM (series often up to 58.9 µM), inactives show top-dose activity change, negative = inhibition, usual class: inhibitors | actives 0.21% (n = 390,000) | AID 504327, 2011
Target sequence (Q92830 whole entry, looked up): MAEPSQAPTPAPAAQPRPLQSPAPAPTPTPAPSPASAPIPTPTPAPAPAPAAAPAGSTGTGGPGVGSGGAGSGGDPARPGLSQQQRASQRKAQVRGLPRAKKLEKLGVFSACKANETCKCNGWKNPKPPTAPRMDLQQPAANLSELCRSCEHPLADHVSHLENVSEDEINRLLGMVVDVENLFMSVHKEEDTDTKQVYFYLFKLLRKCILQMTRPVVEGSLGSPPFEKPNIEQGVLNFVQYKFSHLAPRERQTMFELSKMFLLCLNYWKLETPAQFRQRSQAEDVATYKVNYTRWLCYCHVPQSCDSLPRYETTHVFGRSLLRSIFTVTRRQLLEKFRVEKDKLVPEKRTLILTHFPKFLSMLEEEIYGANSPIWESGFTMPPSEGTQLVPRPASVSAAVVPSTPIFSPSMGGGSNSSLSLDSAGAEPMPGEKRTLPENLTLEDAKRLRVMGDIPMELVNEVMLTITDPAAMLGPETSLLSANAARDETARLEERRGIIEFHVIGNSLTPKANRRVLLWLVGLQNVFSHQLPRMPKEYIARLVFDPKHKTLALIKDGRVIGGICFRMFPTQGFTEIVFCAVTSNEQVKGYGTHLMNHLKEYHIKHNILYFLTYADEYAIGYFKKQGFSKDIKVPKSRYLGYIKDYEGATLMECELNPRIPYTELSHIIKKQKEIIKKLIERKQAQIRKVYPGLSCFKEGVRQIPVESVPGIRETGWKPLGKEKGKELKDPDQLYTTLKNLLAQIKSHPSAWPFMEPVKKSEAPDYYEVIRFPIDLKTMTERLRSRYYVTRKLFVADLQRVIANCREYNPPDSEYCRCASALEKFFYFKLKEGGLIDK
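GCN5L2 (20 nM) in 50mM HEPES pH 7.5, 0.1mM EDTA, 0.01% Tween-20 preincubated 15 min with compounds at room temperature. Reaction started with H3(1-25) 75uM, acetyl-CoA 70uM, ThioGlo1 50uM; CoA-thiol fluorescence (Ex340/Em540) read at 0 and 20 min.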
The depositor's hits bear a star; ? = inconclusive; / = no result given; [ ] = another dose, or the depositor's remark. Calls follow the shape of the dose curve; as a rule, active = well fitted curve in the direction sought with a large enough effect; inconclusive = small, poorly fitted or top-dose-only effect, or another doubt; inactive = no such curve, though single readings can be large; an effect the other way counts as inactive or inconclusive. % is scaled to controls: 0 for no effect and ±100 for the full control effect; potency is read from the fitted curve at half-maximal effect.

Start of the listing, in advance (4 entries):
compound	TDP1 block	KAT2A inh	TDP1 cell noCPT
CCN(C(=O)CSc1nc(C)nc2sc(C)c(C)c12)c1ccc(F)cc1	0%	1%	?
CCC(=O)c1ccc(NC(C)=O)cc1O	3%	0%	-13%
CN(C)S(=O)(=O)N(CC(=O)NCCSCc1ccc(Cl)cc1Cl)c1ccccc1	3%	-8%	/
C#CCNC(=O)/C=C/c1ccc(OC)cc1	1%	-4%	-20%

All compounds of this part, from the start:
compound	TDP1 block	KAT2A inh	TDP1 cell noCPT
CCN(C(=O)CSc1nc(C)nc2sc(C)c(C)c12)c1ccc(F)cc1	0%	1%	?
CCC(=O)c1ccc(NC(C)=O)cc1O	3%	0%	-13%
CN(C)S(=O)(=O)N(CC(=O)NCCSCc1ccc(Cl)cc1Cl)c1ccccc1	3%	-8%	/
C#CCNC(=O)/C=C/c1ccc(OC)cc1	1%	-4%	-20%
COc1cccc(C2=NN(C(C)=O)C(c3cn(-c4ccccc4)nc3-c3cccs3)C2)c1 (centres undefined)	-3%	-1%	13%
COc1cc2c(cc1OC)CN(S(C)(=O)=O)CC2	3%	-14%	-9%
O=C(c1ccc(Cl)cc1)c1c[nH]c(C(=O)C(Cl)(Cl)Cl)c1	5%	1%	12µM*
Cc1ccc(F)cc1NC(=O)CSc1nc(Nc2ccccc2)nc(N2CCOCC2)n1	4%	-4%	?
C/C(CC(=O)Nc1ccc(N(C)C)cc1)=N\NC(=O)c1ccc(Cl)cc1	/	-19%	14%
CC(C)(C)C(=O)NCCc1csc2nc(-c3ccc(F)cc3)nn12	0%	0%	15µM*
O=C1OC(NC(=O)c2ccccc2)C(N2CCOCC2)=C1Cl (centres undefined)	9%	-6%	-17%
COc1ccc(CCNC(=O)CCc2ccc(S(=O)(=O)NC(C)C)cc2)cc1	3%	-4%	-19%
O=C(O)C1CC(=O)N(CCc2c[nH]c3ccccc23)C1 (centres undefined)	2%	-3%	0%
Cc1ccc(-c2csc3ncnc(Oc4ccc5c(C)cc(=O)oc5c4)c23)cc1	5%	-3%	?
CCOc1ccccc1/C=N/NC(=O)c1cc(C(C)C)[nH]n1	2%[0.0935 µM]	-5%	-20%
O=C(OCC(=O)N1CCCC1)c1cncc(Br)c1	3%	-17%	1%
CCn1ccnc1CNC(=O)c1ccc2oc(C(C)C)nc2c1	4%	-9%	0%
COc1ccc(C(=O)N2CCCC(Nc3ccc(C(C)C)cc3)C2)c(OC)n1 (centres undefined)	8%	-21%	23µM*
N[C@@H](Cc1ccccc1)c1nnc2sc(SCc3ccccc3)nn12	-1%	-15%	-11%
CCOCCCNC(C(=O)Nc1ccc(OC)c(Cl)c1)c1ccccc1 (centres undefined)	3%	-6%	?

compound	TDP1 block	KAT2A inh	TDP1 cell noCPT
CC1=C(C(=O)OC(C)C)C(c2ccc(C)o2)C(C(=O)OC(C)C)=C(C)N1	10%	-12%	?
Cc1cc(-c2nnc(SCC(=O)Nc3ccccc3Cl)n2C)no1	6%	-8%	-6%
CCOC(=O)c1sc2nc(CC(=O)OC)nc(N3CCN(c4ccccn4)CC3)c2c1C	3%	-18%	18µM*
O=[n+]1cc(-c2ccccc2)n([O-])c2c1CCCCC2	3%	-1%	-6%
Cc1cccc(Oc2nc3c(C)cccn3c(=O)c2/C=C(\C#N)c2nc3ccccc3[nH]2)c1	3%	0%	-5%
CN1C(c2ccc(F)cc2)=CS/C1=C(/C#N)c1nnc(N2CCOCC2)n1-c1ccccc1	3%	-4%	-11%
COc1cc(OC)cc(-c2nc(-c3ccc4c(c3)[nH]c(=O)n4C)no2)c1	2%	-11%	13%
COc1ccc(C(=O)Oc2cccnc2)cc1	4%	-3%	-17%
CN(C(=O)Cc1noc2ccccc12)c1ccccc1	1%	3%	-3%
CC(=O)N1Cc2ccccc2CC1C(=O)NCc1ccccc1F (centres undefined)	?	-5%	-5%
CC12CCC(=O)N1C(C(=O)OCC(=O)Nc1sccc1C#N)CS2 (centres undefined)	1%	1%	0%
CCCc1cc(=O)[nH]c(SCC(=O)Nc2ncc(S(=O)(=O)c3ccc([N+](=O)[O-])cc3)s2)n1	2%	-14%	?
Cn1c(SCC(=O)N2CCCC2=O)nc2ccccc21	3%	-13%	1%
Cc1cccc(-c2noc(-c3ccc(F)cc3)n2)c1	7%	-2%	1%
CCOC(=O)CC(=O)CSc1ccc2nnc(-c3ccc(C)cc3)n2n1	6%	-2%	-27%
CCOC(=O)N1CCC(NC(=O)CC2C(=O)NCCN2Cc2ccc(C)cc2)CC1 (centres undefined)	4%	-10%	-7%
CCCc1nc2oc3c(OC)ncnc3c2c2c1COC(C)(C)C2	5%	-7%	21µM*
Cc1ccc(NC(=O)C2CCCN(S(=O)(=O)c3cn(C(C)C)cn3)C2)c(C)c1 (centres undefined)	1%	15%	-6%
COc1cc(OC)cc(C(=O)Nc2ccc(S(=O)(=O)Nc3nc(C)cc(C)n3)cc2)c1	3%	-4%	5%
COc1ccc(Cl)c2sc(N(Cc3cccnc3)C(C)=O)nc12	3%	2%	3%

compound	TDP1 block	KAT2A inh	TDP1 cell noCPT
CC1CCCCN1C(=O)CCS(=O)(=O)c1cccc2nonc12 (centres undefined)	0%	-7%	11%
COc1ccc(-c2cc(-c3ccc(OC)cc3)c(C#N)c(SC)n2)cc1	-10%	-5%	-28%
CN1CCN(C(=O)/C(=C/c2cn(S(=O)(=O)N(C)C)c3ccccc23)NC(=O)c2ccccc2F)CC1	4%	?	?
CNC(=O)COC(=O)c1ccc(OCC(=O)Nc2ccccc2OC)c(OC)c1	3%	-1%	-5%
CN(C)S(=O)(=O)N1CCN(c2cc(Cl)ccc2Cl)CC1	-4%	-1%	-18%
Cc1ccc(C)c(N2CCN(S(=O)(=O)c3ccc4[nH]c(=O)ccc4c3)CC2)c1	/	-9%	-25%
CCC1(CC)C(=O)C2=C3C1[C@H](C(=O)OC)CC(C(=O)OC)C[C@H]3n1c(=O)n(C)c(=O)n1[C@H]2C (some centres undefined)	10%	/	18%
Cc1ccc(CNC(=O)c2ccccc2SCC(=O)NCC2CCCCC2)cc1	-3%	-5%	?
CC1CCN(c2nc3c(c(=O)n(C)c(=O)n3C)n2Cc2ccccc2)CC1	3%	-1%	?
Cc1ccc(N/C=C(\C2OC(=O)c3ccccc32)[N+](=O)[O-])c(C)c1 (centres undefined)	9%	-9%	-30%
Cc1nc(N)sc1-c1nnc(SCC(=O)Nc2ccccc2C(F)(F)F)n1C	3%	-22%	-5%
COc1ccc(NC(=O)CCC2COc3ccccc3O2)c(OC)c1 (centres undefined)	7%	-4%	?
CN(C)c1ccc(/C=N/Nc2nncc3ccccc23)cc1	/	-4%	13µM*
C/C(=C\c1cc(C(=O)O)c(C)o1)CO	1%	-1%	1%
CCOc1ccc2nc(SCC(=O)N3c4ccccc4Sc4ccccc43)c(C#N)cc2c1	2%	-9%	-16%
COc1ccccc1C1CC(=O)N(c2cccc(C(F)(F)F)c2)C2=C1C(=O)OC2 (centres undefined)	-2%	2%	?
COC(=O)c1c(SC)nc2ccccc2c1OCc1ccc(C)cc1C	-5%	-3%	26µM*
Cc1ccc(NC(=S)NC2CC3CCC(C2)N3Cc2ccco2)c(C)c1 (centres undefined)	0%	-5%	-17%
COc1c(C)cc(S(=O)(=O)NCCN2CCOCC2)c(C)c1C	2%	1%	-4%
CSC1=C(C#N)C(CC(C)C)C2=C(CCCC2=O)N1 (centres undefined)	1%	14%	?

compound	TDP1 block	KAT2A inh	TDP1 cell noCPT
CCCCCCNC(=O)c1cc(-c2ccco2)nc2ccccc12	-8%	?	?
O=C(NCCN1CCOCC1)c1cc(Sc2ccccc2Cl)nc2ccccc12	2%	-3%	/
COc1ccc(/C=C(\NC(=O)c2ccc(C)cc2)C(=O)Nc2c(C)n(C)n(-c3ccccc3)c2=O)cc1	0%	-8%	-29%
CC(=O)Nc1ccc(S(=O)(=O)NCC(=O)OCC(=O)Nc2sccc2C(N)=O)cc1	-4%	-3%	?
O=C(O)c1cccc(CSc2nnc(COc3ccccc3)o2)c1	-2%	-20%	-8%
Cc1nn(CC(=O)NCCCN2CCCCC2C)c(=O)c2cccn12 (centres undefined)	1%	-2%	5%
COc1ccccc1CNC(=O)c1ccc(Cn2c(SCc3ccccc3)nc3cccnc32)cc1	1%	-13%	?
O=C(NCc1ccncc1)Nc1ccc(F)cc1	5%	0%	10%
COc1ccc(Cl)cc1NC(=O)NNC(=O)c1ccccn1	2%	-7%	?
CCOC(=O)CCCNC(=O)c1cncc(Br)c1	1%	-2%	3%
CCOC(=O)C(=O)Nc1ncc(Cl)s1	/	-5%	-1%
O=C(c1ccco1)N1CCCN(Cc2nc(-c3ccc4c(c3)OCO4)no2)CC1	6%	-27%	16µM*
CCOC(=O)Cc1csc(SCc2cc(=O)oc3cc(O)ccc23)n1	5%	-3%	13µM*
CC(=O)N1CC(=O)N=C1SCC(=O)Nc1nc(C)c(-c2ccccc2)s1	8%	1%	3.3µM*
C/C(=N\NC(=O)c1cccc(F)c1)c1ccc(NC(=O)Cc2ccccc2)cc1	-5%	1%	-4%
Cc1ccc(Nc2nc(N)nc(CN3CCN(Cc4ccc5c(c4)OCO5)CC3)n2)cc1	6%	0%	18µM*
CN(C)c1ccc(NC(=O)/C=C/c2ccccc2Cl)cc1	4%	34%[activator]	?
Cc1ccccc1NC(=S)N1CCCN(Cc2ccc(F)cc2)C1	5%	-7%	-9%
Cc1ccccc1OCC(=O)N/N=C/c1ccc([N+](=O)[O-])o1	?	-4%	8.2µM*
CCSc1nnc2c(n1)OC(C)(C)Nc1ccccc1-2	4%	-1%	?

Not a retest: entries from further up.
compound	TDP1 block	KAT2A inh	TDP1 cell noCPT
COc1ccc(Cl)cc1NC(=O)NNC(=O)c1ccccn1	2%	-7%	?
CCOC(=O)CCCNC(=O)c1cncc(Br)c1	1%	-2%	3%

Carrying on:
compound	TDP1 block	KAT2A inh	TDP1 cell noCPT
CCOC(=O)c1c(C)[nH]c(C(=O)N2CCCC(C(=O)c3cccc(OC)c3)C2)c1C (centres undefined)	/	-12%	-6%
COc1ccccc1NC(=O)CSc1nc(-c2ccc(C)cc2)nc2c1Cc1c(CO)cnc(C)c1O2	-3%	2%	0%
O=C(Nc1ccc2c(c1)OCCO2)C1CCN(c2nnnn2-c2ccccc2)CC1	6%	-3%	?
Nc1c(C(=O)O)cnn1-c1ccccc1	1%	-8%	-27%
Cn1c(=O)c2c(nc(NCc3ccco3)n2C/C=C/c2ccccc2)n(C)c1=O	8%	-4%	0.65µM*
CCNC(=O)COC(=O)/C=C/c1ccccc1[N+](=O)[O-]	4%	-3%	-9%
Cc1cccc(C(=O)OCC(=O)c2c(N)n(CC(C)C)c(=O)n(C)c2=O)c1O	/	-1%	23µM*
O=C(CNS(=O)(=O)c1ccccc1)N1CCN(C(=O)c2ccco2)CC1	/	2%	1%
Cc1ccc(S(=O)(=O)NCC(=O)N2CCN(c3ccccc3F)CC2)cc1	3%	-1%	-16%
Cc1cc(=O)oc2cc(NS(=O)(=O)c3ccccc3)ccc12	0%	-24%	?
COC(=O)c1ccccc1N1C(=O)C2C(C1=O)[C@H]1C=C[C@@H]2C1 (some centres undefined)	-3%	-9%	-2%
COc1ncc2ncc(=O)n(CCc3ccccc3)c2n1	/	-2%	-15%
N#Cc1cccc(NC(=O)N2CC3(CCN(C(=O)c4cccc(F)c4)CC3)C2)c1	/	7%	-28%
O=C(c1ccc(-n2cccn2)cc1)N1CCN(c2ncccc2C(F)(F)F)CC1	2%	-19%	?
Cc1ccccc1C(=O)NC[C@@H]1CCCN2CCCC[C@H]12	/	2%	1%
CN(C)CCCN(C(=O)c1ccco1)c1nc2ccc(Br)cc2s1	7%	-7%	23µM*

The list is partial; the hit share may differ from the screen's.
